CAL PDZ FP-1 = CAL PDZ peptide-binding inhibitors, primary screen, biochemical, fluorescence polarization, Cer-tagged CAL PDZ, HTS; Golgi-associated PDZ and coiled-coil motif-containing protein (Homo sapiens), Q9HD26; purified CAL PDZ, TMR-peptide fluorescence polarization, 1 h; inhibition, % at 20 µM; 330,000 compounds, 0.02% hits; AID 504414, 2011;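 active means highest replicate inhibition of at least 40%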;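 further: plate controls were DMSO neutral control wells for no effect and unlabeled competitor peptide control wells for full effect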
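Test system: tagged CAL PDZ domain / Buffer or medium: sodium phosphate/NaCl buffer pH 7.4 with TCEP, IgG, Thesit / Reagent: TMR-labelled reporter peptide T*-PRC34 bound in PDZ groove / Compound dosing: single point, 20 µM / Schedule: 1 h incubation at room temperature before polarization reading / Technique: fluorescence polarization (mP) / Benchmarks: unlabelled peptide, DMSO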
CAL PDZ FP-2 = untagged CAL PDZ binding inhibitors, primary screen, biochemical, fluorescence polarization, HTS. Golgi-associated PDZ and coiled-coil motif-containing protein (Homo sapiens), Q9HD26. purified CAL PDZ, TMR-peptide fluorescence polarization, 1 h. inhibition, % at 24.9 µM. 300,000 compounds, 0.92% hits. AID 602252, 2012;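 active means mean inhibition of at least 30% with at least half of replicates also reaching 30%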;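 further: 0% = DMSO neutral control and 100% = excess unlabeled competitor peptide PRC23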
MITF act = activators of MITF-driven TRPM1 promoter reporter, primary screen, cell-based, SK-MEL-5, luciferase, single point; SK-MEL-5 TRPM1-promoter luciferase, 24 h; % of positive control, neutral wells = 0; 300,000 compounds, 0.75% hits; activation, % at 12.5 µM;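 active means mean activation of at least 80% with every replicate also reaching 80%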;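 further: 0% = neutral control wells and 100% = parthenolide positive control wells; values of inactives mirror those of a sister screen read the other way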
SR-BI DiI-HDL act = activators of SR-BI mediated DiI-HDL uptake, primary screen, ldlA[mSR-BI] CHO cells, DiI fluorescence. 3 h; 100 = double the neutral-control signal. activation, % at 12.5 µM. 320,000 compounds, 0.096% hits. AID 504775, 2011;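 active means mean replicate activation of at least 60% and every replicate at or above 60%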;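 further: 0% = median plate neutral-control signal and 100% = twice that signal; values of inactives mirror those of a sister screen read the other way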
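Assay system: LDL receptor-deficient CHO ldlA cells overexpressing murine SR-BI / Medium: BSA-supplemented, HEPES-buffered Ham's F12, pH 7.4 / Probe or stimulus: DiI-labelled HDL at 10 µg/mL final / Timing: compound with DiI-HDL co-incubation, 3 h at 37 °C / Technique: bottom-read cell fluorescence after medium removal, ex 550/em 595 nm / Measure: HDL uptake via cellular fluorescence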
SR-BI HDL uptake = inhibitors of SR-BI mediated HDL lipid uptake, primary screen, ldlA[mSR-BI] cells, fluorescence, single point | Scavenger receptor class B member 1 (Mus musculus), Q61009 | ldlA[mSR-BI] CHO cells, DiI-HDL uptake fluorescence, 3 h | inhibition, % at 12.5 µM | 320,000 compounds, 0.96% hits | AID 488896, 2010;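 active means mean replicate inhibition of at least 70% and a set share of replicates each scoring 70 or more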;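 further: 0% = median of neutral control wells and 100% = median of positive control wells; values of inactives mirror those of a sister screen read the other way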
Target sequence (Q61009 whole entry, looked up): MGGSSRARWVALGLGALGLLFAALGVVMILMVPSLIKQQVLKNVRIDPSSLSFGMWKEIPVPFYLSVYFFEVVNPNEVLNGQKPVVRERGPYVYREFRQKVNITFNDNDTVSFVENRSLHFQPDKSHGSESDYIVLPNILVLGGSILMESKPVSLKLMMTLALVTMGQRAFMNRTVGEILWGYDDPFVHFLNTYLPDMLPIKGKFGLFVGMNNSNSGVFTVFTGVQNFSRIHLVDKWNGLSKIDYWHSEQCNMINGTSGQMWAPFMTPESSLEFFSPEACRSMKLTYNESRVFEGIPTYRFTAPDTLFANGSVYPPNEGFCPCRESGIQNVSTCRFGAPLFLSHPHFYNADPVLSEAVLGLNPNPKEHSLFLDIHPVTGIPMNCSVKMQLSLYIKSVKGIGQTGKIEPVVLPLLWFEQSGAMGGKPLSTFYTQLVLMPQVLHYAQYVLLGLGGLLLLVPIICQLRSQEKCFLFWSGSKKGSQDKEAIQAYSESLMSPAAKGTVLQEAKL
AddAB inh = growth inhibition of E. coli expressing H. pylori AddAB, primary screen, AddAB inhibitor project, absorbance | inhibition, % at 11.9 µM | 330,000 compounds, 0.29% hits | AID 435030, 2010; in the data active means inhibition above about 12%;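 further: 0% = vehicle wells of infected cells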
E coli growth = E. coli V3065 growth inhibition, primary screen, counter-screen for AddAB inhibitor project, absorbance, OD600; 18 h; inhibition, % at 11.9 µM; 330,000 compounds, 0.27% hits;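 active means inhibition above the campaign's mean inhibition across all tested compounds plus 3 SD, cut at about 9.9% in these data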;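 further: uninfected addAB+ strain grown without phage in ampicillin broth; 0% = DMSO wells and 100% = ciprofloxacin 0.95 µg/ml wells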
Tat export inh = E. coli Tat export inhibitors, primary screen, MC4100, TorA-mCherry reporter, fluorescence, single point; inhibition, % at 10 µM; 340,000 compounds, 0.036% hits;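 active means mean replicate inhibition at least 50% and at least half of replicates individually reaching 50%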;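 further: exported cargo escapes ClpAP degradation while cytoplasmic cargo is degraded and loses fluorescence; 0% = median of neutral control wells and 100% = median of NaSCN control wells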
Wnt bcat act = Wnt/beta-catenin pathway activators, primary screen, cell-based, plate reader, single point. Wnt/beta-catenin reporter cell assay, activator. activation, % at 9.35 µM. 300,000 compounds, 1.2% hits. AID 743398, 2014; in the data active means activation above about 30%, passing the limit was not always enough;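 further: 0% = neutral control wells and 100% = positive control wells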
phage Ecoli inh = growth loss of phage-infected E. coli, primary screen, RecBCD inhibitor project, absorbance, with phage, HTS. inhibition, % at 11.9 µM. 360,000 compounds, 0.26% hits. AID 651602, 2012; in the data active means inhibition above about 11%
* = called active by the depositor; / = not tested or not shown; & = joins results of further samples.

SMILES	CAL PDZ FP-1	CAL PDZ FP-2	MITF act	SR-BI DiI-HDL act	SR-BI HDL uptake	AddAB inh	E coli growth	Tat export inh	Wnt bcat act	phage Ecoli inh
Cc1ccccc1CS(=O)(=O)Cc1ccc(C(=O)N2CCOCC2)o1	1.2	2	-1	2	-2	-0.5	2.1	0	/	0.9
Cc1nn(-c2ccccc2)c(C)c1/C=N/NC(=O)CSc1nc2ccccc2c(=O)n1-c1ccccc1	-2.0	-1	-11	-31	31	4.1	0.3	-9	0	1.8
Cn1c(N=Nc2ccccc2)nc2ccccc21	0.5	-2	-12	18	-18	-0.3	-1.4	-4	10	2.5
CCCn1c(=O)c(F)cn(Cc2ccc(OC)c([N+](=O)[O-])c2)c1=O	-1.2	-1	-10	20	-20	-1.2	-0.8	-8	0	2.4
C=CCSc1nnc(NC(=O)CSc2nc(CCC)cc(=O)[nH]2)s1	-1.0	0	3	15	-15	2.7	-0.9	1	/	1.0
CCOc1ccc(C2=C/C(=C/c3cccnc3)C(=O)O2)cc1	-3.5	0	/	3	-3	1.8	-3.0	-4	-3	1.1
COC(=O)c1cccc(CSC(=S)N2CCCC2)c1	-0.9	0	17	-2	2	0.1	-0.2	3	4	-2.8
O=C(N=C1SC2CS(=O)(=O)CC2N1c1cccc(Cl)c1Cl)C1CC1 (centres undefined)	-1.6	-2	-19	1	-1	1.9	-0.7	-12	-1	1.1
NC(=O)C1CCN(C(=O)CCC(=O)N2CCOc3ccc(Cl)cc32)CC1	-0.6	1	/	8	-8	1.4	1.3	-10	-1	0.9
O=C(NC(NC1CCS(=O)(=O)C1)C(Cl)(Cl)Cl)c1cccc(Cl)c1 (centres undefined)	-1.3	-2	-8	-9	9	0.6	-2.1	-6	-5	-0.9
Cc1cccc(-c2nnc(-c3ccc(N)cc3)o2)c1	0.2	1	46	-11	11	0.8	-0.4	4	/	0.6
O=C(N/N=C/c1ccc2c(c1)OCO2)c1cccc(NC(=O)c2ccccc2Cl)c1	-2.6	-2	/	/	/	3.5	0.5	-7	-4	4.1
Cc1cc(C)c(NC(=O)Cc2ccc(-n3cccc3)cc2)c(C)c1	0.4	-1	-3	12	-12	-1.6	-4.9	-4	-4	1.6
CCOC(=O)c1c(NC(=O)Cn2nc(C(F)(F)F)cc2C)sc2c1CCC2	-0.9	-3	2	-44	44	4.3	-2.6	-1	-2	2.4
O=C(COC(=O)c1ccc([N+](=O)[O-])s1)NCc1ccc(F)cc1	-1.9	21	-5	15	-15	2.1	-0.6	-1	/	3.2
COc1ccc(OC)c(-n2c(C)ccc2-c2ccc(S(C)(=O)=O)cc2)c1	0.1	/	3	-8	8	1.2	-1.1	4	/	0.6
COCCCC1CCN(C(=O)C2CCC(=O)N(Cc3ccccc3F)C2)CC1 (centres undefined)	-2.6	-6	4	20	-20	/	/	-7	-2	-1.7
CS(=O)(=O)c1ccc(Cl)c(NC(=O)CCN2C(=O)NC3(CCCC3)C2=O)c1	-0.6	1	4	20	-20	0.2	-0.3	4	2	3.8
OCCNc1nc(N2CCCCC2)nc2ccccc12	0.1	-5	/	-3	3	0.7	-1.6	-5	-2	1.8
COc1ccc(C)cc1NC(=O)CSc1nnc2ccc(-c3ccncc3)nn12	-2.8	0	3	-31	31	-0.3	-0.8	-2	-4	2.6
COc1ccc(NC(=S)N(CCc2nc3cc(C)c(C)cc3[nH]2)Cc2cccnc2)cc1	-0.8	8	-13	-1	1	1.8	2.5	2	/	-0.1
COc1ccc(O)c(CN2CCCC(N3CCc4ccccc4C3)C2)c1 (centres undefined)	1.3	/	-5	/	/	/	/	-7	-1	0.8
Cc1ccc(N(C(=O)c2csnn2)C(C(=O)NC(C)(C)C)c2cccnc2)cc1 (centres undefined)	-0.5	-3	0	38	-38	2.8	-0.8	1	1	-0.9
Cc1ccc(-n2nc(C(=O)O)c(O)cc2=O)cc1	-1.8	-1	-10	-6	6	-1.6	-1.3	-4	-6	3.6
C/C(=N\O)C(=O)NCCN(C)C	-0.4	-4	-6	2	-2	-0.8	-0.3	-6	/	4.2
Cc1nonc1NCn1nnc2ccccc21	-0.3	-2	-3	23	-23	4.5	0.7	-10	/	1.1
Cc1cc(=O)[nH]c(SCC(N)=O)c1C#N	/	-1	-1	32	-32	2.4	-1.2	12	0	1.4
NNc1nc2sc3c(c2c(=O)[nH]1)CCc1ccccc1-3	-0.5	4	-9	-3	3	-0.8	-2.0	-9	6	2.4
COn1c(=O)c(-c2cccc(Br)c2)[n+]([O-])c2ccccc21	-0.5	-1	/	11	-11	1.3	-0.7	5	0	0.6
CC(C)OC(=O)C1C2C=CC3(CN(CC4CCCO4)C(=O)C13)O2 (centres undefined)	-0.9	0	3	17	-11	-1.8	-4.5	-1	-1&-5	4.6
COc1ccccc1N1CCN(C(=O)c2ccc(S(=O)(=O)N3CCCCCC3)cc2)CC1	-1.1	-2	-11	-31	31	3.3	-2.0	9	/	0.2
COc1cc(NC(=O)c2cc(-c3ccc(C)cc3)on2)cc(OC)c1OC	-1.0	0	/	-17	17	2.6	-2.4	13	0	-0.8
O=C(NCc1ccccn1)C(=O)NN=C1CCCCCCCCCCC1	-0.8	-4	-2	10	-10	3.1	-0.8	-1	0	4.7
CN1CCN(c2nc(-c3ccc(Br)cc3)nnc2-c2ccccc2)CC1	-3.9	-1	/	-33	33	-2.6	-4.2	-3	16	6.7
CCCc1nnc(SCC(=O)Nc2ccccc2F)o1	-1.1	-4	/	/	/	2.2	2.1	-11	4	1.6
Cc1c(NC(=O)c2ccc(Br)o2)cccc1C(=O)O	-2.6	/	5	55	-55	-2.1	-1.4	-10	-1	4.9
COc1ccc(CN(CCO)CCO)cc1[N+](=O)[O-]	-2.0	1	7	-9	9	2.1	5.1	-3	-5	4.3
CC(/C=C/C(=O)c1ccc(C)cc1)=C\c1ccccc1	-1.6	-4	-2	6	-6	2.6	-0.3	1	/	2.9
CCOCCn1c(SCc2ccc(C)cc2)nc2c1c(=O)[nH]c(=O)n2C	-0.7	0	3	0	0	-1.2	0.3	1	0	1.5
COc1cccc(-n2ccnc2SCC(=O)Nc2cc(C)on2)c1	0.1	0	-1	-1	1	6.5	1.2	5	-1	0.3
O=C(N/N=C/C=C\c1ccccc1[N+](=O)[O-])c1ccccn1	-2.6	0	37	-35	35	-1.7	-1.5	10	7	0.4
CCCCCC(C)NC(=O)c1cc(S(=O)(=O)N2CCCCC2)ccc1N1CCOCC1 (centres undefined)	-1.1	0	-5	9	-9	0.1	1.4	4	2	0.4
CC(=O)Oc1ccc(C(=O)c2ccccc2)c(OC(C)=O)c1	-2.3	0	5	25	-25	6.8	0.7	-1	3	1.7
CCOC(=O)Cc1csc(NC(=O)c2c(-c3c(F)cccc3Cl)noc2C)n1	-0.2	-4	7	-6	6	2.6	1.0	-8	/	0.3
CCOC(=O)CN=C/C(C(C)=O)=C(/C)O	-4.7	-3	6	-14	14	-0.2	1.1	-6	-1	-1.1
N#CCSc1ccccc1NC(=O)COC(=O)Cc1c[nH]c2ccccc12	-0.1	19	-17	11	-11	0.9	1.1	3	4	1.6
O=C(CC(NCc1ccccn1)C(=O)O)Nc1ccccc1Cl (centres undefined)	0.4	13	-5	18	-18	-1.5	-4.1	2	-3	2.3
COc1ccc(/C=C/C(O)=C2/C(=O)NC3(C)CC2c2ccccc2O3)c(OC)c1OC (centres undefined)	-0.5	2	-29	/	/	0.4	1.3	-5	1	0.1
Cc1[nH][nH]c(=O)c1C(c1ccc(F)cc1)c1c(C)[nH][nH]c1=O	-1.3	3	/	10	-10	-1.0	0.6	-7	0	-2.6
COc1ccccc1NC(=O)c1cc2c(CO)cnc(C)c2oc1=Nc1ccccc1	-1.7	-1	-7	6	-6	4.0	4.3	0	-1	-1.0
CCC(C)NC(=O)C1CCCN(c2nc(C)cc(OC)n2)C1 (centres undefined)	-4.4	0	-1	1	-1	2.4	-0.5	17	/	-0.6
CCN(CC(=O)Nc1ccccc1-c1ccccc1)Cc1nc2ccccc2c(=O)[nH]1	-1.3	-4	-17	-7	7	6.0	-0.9	0	-1	3.8
Cc1ccc(S(=O)(=O)N2C[C@@H]3CCCC[C@@H]3[C@@H](C)[C@H]2CC(=O)c2ccccc2)cc1	-0.2	-2	7	34	-34	0.4	2.5	-4	-1	0.9
CCOC(=O)C1=C(C)NC(C)=C(C(=O)OCC)C1	0.0&0.5	-3&0	5&10	14&3	-14&-3	1.0&-0.7	3.3&1.0	-3&-3	-2&-2	2.4&-0.2
CN1CCN(C(CNC(=O)C(=O)NC2CCCCC2)c2ccc(F)cc2)CC1 (centres undefined)	-1.7	-2	6	41	-41	-0.1	-1.6	2	-1	4.0
COc1ccc2[nH]c(=O)c(CNc3ccc(C)cc3C)cc2c1	-3.6	-2	-16	/	/	0.9	2.0	-2	5	0.8
CN(CC1CCOCC1)C(=O)CC1C(=O)NCCN1Cc1ccc(-c2ccccc2)cc1 (centres undefined)	-2.1	0	0	3	-3	1.1	-0.5	5	-1	4.3
Cc1ccc2[nH]c3c(=O)n(Cc4ccco4)cnc3c2c1	0.4	-1	-3	2	-2	-1.6	-3.5	2	3	3.6
CCC(=O)c1ccc(OCC(O)CN2CCN(C(c3ccccc3)c3ccccc3)CC2)cc1 (centres undefined)	-0.5	/	16	-8	8	1.1	0.3	-4	/	4.7
O=C(Cc1ccc2c(c1)OCCO2)N1CCN(S(=O)(=O)c2cccs2)CC1	0.0	9	8	-8	8	7.0	0.7	-2	0	-0.8

Limited to Wnt bcat act, phage Ecoli inh and Tat export inh (2 entries from above):
Compound	Wnt bcat act	phage Ecoli inh	Tat export inh
CC(=O)Oc1ccc(C(=O)c2ccccc2)c(OC(C)=O)c1	3	1.7	-1
CCC(C)NC(=O)C1CCCN(c2nc(C)cc(OC)n2)C1 (centres undefined)	/	-0.6	17

Compounds as they come; 3.6% or so of the library scored in one or more.
